TDP2 inh – blocks human TDP2 phosphodiesterase activity; O95551; AID 720702; recombinant TDP2, T5PNP hydrolysis, p-nitrophenol absorbance 415 nm; hit rate 0.34% among 370,000; inhibition, % at 12.8 µM;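 active = inhibition above the mean of all tested compounds plus 3 SD, set per campaign, cut at about 25% in these data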;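 also: 0% = DMSO with enzyme and 100% = buffer with substrate but no TDP2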
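Assay system: recombinant human TDP2 / Reagent: T5PNP substrate at 5 mM, a TopII-DNA adduct mimic / Measured by: epi absorbance from released p-nitrophenol / Evaluation: % inhibition relative to enzyme-containing and enzyme-free wells / Control set: enzyme-free and DMSO wells / Replicates: each compound tested once, singlicate / Schedule: enzyme reaction with compound for 2 h at 37 °C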
TCR CD3 inh – human TCR-CD3 binding inhibition | TAMRA-labeled TCR probe fluorescence, biochemical | hit rate 0.37% among 360,000 | inhibition, % at 9.4 µM | AID 651800; in the data active = inhibition above about 19%;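 also: recombinant mutant TCR 2C K166C tagged with TAMRA read by polarization; 0% = receptor in buffer alone and 100% = receptor with positive control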
SIAE primary – human SIAE inhibition, primary screen; Q9HAT2; SIAE FP-Rh probe binding, fluorescence polarization; inhibition, % at 9.66 µM; hit rate 0.69% among 370,000; AID 1053197;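 active = inhibition above a cutoff: mean of compounds within the control limits plus 3 SD of those, cut at about 17% in these data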;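 also: 0% = plate median of compound wells and 100% = probe without SIAE protein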
Target sequence (Q9HAT2 whole entry, looked up): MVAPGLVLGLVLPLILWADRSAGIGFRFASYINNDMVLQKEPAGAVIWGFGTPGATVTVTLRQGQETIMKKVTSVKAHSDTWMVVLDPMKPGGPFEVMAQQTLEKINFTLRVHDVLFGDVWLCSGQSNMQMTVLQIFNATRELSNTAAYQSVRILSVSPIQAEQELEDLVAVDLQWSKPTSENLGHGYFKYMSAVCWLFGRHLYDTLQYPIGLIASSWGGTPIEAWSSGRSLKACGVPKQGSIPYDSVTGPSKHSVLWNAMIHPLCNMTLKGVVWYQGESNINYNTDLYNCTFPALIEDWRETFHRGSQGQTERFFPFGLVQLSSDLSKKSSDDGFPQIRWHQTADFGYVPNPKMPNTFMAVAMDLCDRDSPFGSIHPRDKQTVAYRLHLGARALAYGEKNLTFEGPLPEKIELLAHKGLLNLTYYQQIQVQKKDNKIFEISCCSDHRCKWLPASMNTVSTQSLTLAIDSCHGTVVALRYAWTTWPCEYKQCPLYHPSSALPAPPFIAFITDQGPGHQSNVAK
HTRA1 inh – blocks human HTRA1 serine peptidase; Q92743; recombinant HTRA1, FP-rhodamine activity-based probe, fluorescence polarization; inhibition, % at 5.96 µM; hit rate 0.5% among 340,000; AID 504803; in the data active = inhibition above about 36%;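 also: 0% = enzyme with DMSO and 100% = wells lacking enzyme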
PG9 binder – PG9 antibody binding by small molecule. TR-FRET gp120-PG9 antibody binding. inhibition, % at 6.7 µM. hit rate 0.43% among 360,000. AID 624416; in the data active = inhibition above about 8.5%
Rev-erbA mod – modulators of human Rev-erb alpha DNA binding. Rev-erbα–FITC-DNA binding, fluorescence polarization, 90 min. P20393. hit rate 0.79% among 370,000. activity, % at 10 µM. AID 1259318;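 active = activity above about 14%, limit read from the data; passing the limit was not always enough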;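 also: 0% = DMSO wells with 35 nM protein and 100% = DMSO wells with 750 nM protein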
rCAG RNA binder – molecules binding r(CAG) RNA repeats; r(CAG) RNA repeat, TO-PRO-1 dye displacement fluorescence; inhibition, % at 3 µM; hit rate 1.3% among 370,000; AID 651821;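 active = inhibition above the plate cutoff, the mean of all test compounds on that plate plus 3 SD, cut at about 35% in these data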;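 also: 0% = DMSO alone and 100% = 100 µM mitoxantrone as full dye displacement; higher means more dye released from RNA so lower well fluorescence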
PRMT1 FP inh – PRMT1 (human) inhibition, primary screen | inhibition, % at 2.79 µM | Q99873 | hit rate 1.3% among 370,000 | AID 652257 | recombinant PRMT1, activity-based probe fluorescence polarization;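 active = inhibition above about 21% made by adding two undisclosed values, limit read from the data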
Target sequence (Q99873 whole entry, looked up): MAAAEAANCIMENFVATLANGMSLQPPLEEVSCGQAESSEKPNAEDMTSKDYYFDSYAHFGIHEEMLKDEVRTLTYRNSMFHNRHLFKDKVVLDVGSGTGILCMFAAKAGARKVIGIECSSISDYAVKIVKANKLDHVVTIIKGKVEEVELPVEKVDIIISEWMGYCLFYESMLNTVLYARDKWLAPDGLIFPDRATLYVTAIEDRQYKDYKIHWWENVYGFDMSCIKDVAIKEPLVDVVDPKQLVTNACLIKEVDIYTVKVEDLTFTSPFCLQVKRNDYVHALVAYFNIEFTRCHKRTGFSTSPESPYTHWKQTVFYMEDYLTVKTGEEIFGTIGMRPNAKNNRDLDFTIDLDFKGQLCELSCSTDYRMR
LEDGF integ inh – blocks HIV-1 LEDGF/p75-dependent DNA integration; TR-FRET IN-LEDGF/p75 DNA integration, Eu/Cy5; inhibition, % at 3.7 µM; hit rate 0.64% among 370,000; AID 743269;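 active = inhibition above the screen-wide mean plus 3 SD, cut at about 13% in these data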;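 also: signal is the Cy5 over europium emission ratio at 671 and 618 nm; 0% = plate median of compound wells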
ABHD4 inh – inhibits mouse alpha/beta hydrolase domain 4; purified mABHD4, FP-Rh probe fluorescence polarization; inhibition, % at 8.92 µM; hit rate 0.54% among 370,000;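 active = inhibition exceeding the mean over every tested compound plus 3 SD, cut at about 30% in these data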;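 also: 0% = plate median of compound wells and 100% = S159A mutant with DMSO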
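system = mouse ABHD4 enzyme, wild type | medium = HEPES pH 7.0, NaCl, Pluronic buffer | also added = FP-Rh probe | incubation = Enzyme–compound pre-incubation 45 min, then probe 60 min, both 25 °C | technique = fluorescence polarization, excitation 525 nm, emission 598 nm, BODIPY TMR filters | controls = S159A mutant high control, sample median low control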
The depositor's hits bear a star; x = not tested or not shown. This is a subset. The share of hits here may be higher or lower than overall.

SMILES | TDP2 inh | TCR CD3 inh | SIAE primary | HTRA1 inh | PG9 binder | Rev-erbA mod | rCAG RNA binder | PRMT1 FP inh | LEDGF integ inh | ABHD4 inh
Cn1c(-c2ccccc2)cc(=O)n1-c1ccccc1 | 8 | -10 | 0 | -5 | 0.9 | 5 | 0 | 2 | -1 | 7
O=C(O)CC(SCC(=O)Nc1ccc(Br)cc1)C(=O)O (stereo unspecified) | 8 | 4 | -1 | 5 | 0.4 | 3 | -1 | 1 | 0 | -3
Cc1csc(NC(=O)C2COc3ccccc3O2)n1 (stereo unspecified) | -2 | 2 | 0 | -4 | 1.0 | 0 | -2 | 1 | -2 | 5
CCCCCCCCNC(=O)C1CSCCS(=O)(=O)N1Cc1ccc(F)cc1 (stereo unspecified) | 5 | x | -7 | x | x | -1 | -1 | 1 | 0 | 5
Cc1cc(C(=O)COC(=O)c2cccn2C)c(C)n1Cc1ccco1 | 7 | 3 | 0 | -2 | 0.3 | -11 | -5 | 3 | 1 | 0
CCCCNC(=O)Cn1nnc(-c2ccccc2)c1COc1ccc(C(C)=O)cc1 | 7 | -7 | -3 | x | 0.6 | 1 | 0 | 4 | -4 | -2
Cc1cc(C)c(Cn2c3ccccc3c3cnn(CC(=O)NCCN4CCOCC4)c(=O)c32)c(C)c1 | 8 | 4 | -4 | -6 | -1.1 | 1 | -2 | -1 | 3 | -2
O=C(Cc1ccc(Cl)cc1)N1CCOCC1 | -14 | 3 | -2 | -7 | -3.0 | 8 | 1 | -1 | 1 | -9
Cc1ccn2c(C(=O)N/N=C\c3cccs3)c(C)nc2c1 | -2 | -3 | -6 | 6 | -1.7 | -1 | -1 | -1 | -3 | 11
Cn1c(=O)[nH]c(=O)c2c1nc(CN1CCN(c3ccc(F)cc3)CC1)n2CCc1ccccc1 | -9 | 4 | -1 | 9 | -2.1 | -3 | -2 | 3 | 8 | -3
CC(C)C(C)NC(=O)COC(=O)C1CCN(S(=O)(=O)c2ccc3c(c2)OCCO3)CC1 (stereo unspecified) | -14 | 0 | 0 | 3 | 0.3 | -6 | -1 | 6 | -8 | -6
O=C1c2ccccc2C(=O)N1n1cccc1 | -7 | 7 | 0 | 3 | -2.0 | 2 | 0 | -1 | 2 | 0
O=C(CN1CCN(Cc2ccccc2Cl)C1=O)NCC1CCCO1 (stereo unspecified) | -4 | -7 | -1 | 2 | 1.3 | 2 | 2 | -4 | 4 | -7
COc1ccc(-n2cccc2/C=C2\C(=N)N3N=C(c4ccco4)SC3=NC2=O)cc1 | 11 | 4 | -25 | -13 | -1.9 | -35 | 51* | 11 | 0 | -34
Nc1ccn(CC(=O)NCCNc2ccc([N+](=O)[O-])cn2)c(=O)n1 | -10 | 5 | 10 | 1 | 0.1 | 3 | 7 | -3 | 2 | 0
Cc1cccc(-n2c(-c3csc4ccccc34)n[nH]c2=S)c1 | -4 | 6 | 1 | -19 | 1.5 | 2 | 5 | 3 | 5 | -2
Cc1ccc(/C=N/NC(=O)CNC(=O)c2cccs2)o1 | -16 | -1 | -2 | 2 | 2.8 | -3 | -4 | 7 | -4 | 0
COC(=O)c1ccc(N(CC(=O)NCC2CCCO2)C(=O)CCC(=O)Nc2cc(C)on2)cc1 (stereo unspecified) | -16 | -2 | -5 | 7 | -0.3 | 4 | 0 | -2 | -1 | 3
COc1ccc(N(C)S(=O)(=O)c2cccc(C(=O)NCC(c3cccs3)N(C)C)c2)cc1 (stereo unspecified) | -2 | -3 | 1 | 2 | -0.9 | -4 | -4 | -5 | 1 | 0
CC(=O)Oc1ccc(C(=O)NCCc2ccccc2)cc1 | 4 | 4 | -2 | 2 | -2.7 | -3 | -6 | -2 | 1 | -5
COc1ccc(COc2cc(-c3cccc(OC)c3)nc3ccc(NC(=O)c4ccc(C)cc4)cc23)cc1 | 3 | 15 | -63 | -88 | -0.8 | 0 | 16 | 0 | -3 | -9
CCCN1C(=O)CC(C(=O)OC)=C1C | 6 | -5 | 3 | 1 | -1.8 | -3 | 3 | 3 | 0 | 4
Cc1nnc(SCC(=O)c2c[nH]c3ccccc23)n1C1CC1 | 10 | 6 | 3 | 1 | 0.6 | -4 | 0 | -2 | 0 | -5
O=C(NC1CC2CCCC(C1)N2C(=O)Nc1ccccc1)C1CC1 (stereo unspecified) | 1 | 4 | 2 | -1 | -1.8 | -1 | 1 | 2 | -1 | 1
COc1ccc(N2CCN(c3ncnc4scc(-c5ccc(C)cc5)c34)CC2)cc1 | 6 | -2 | 17* | -5 | -0.8 | 11 | 3 | 10 | 2 | 2

An excerpt of these results, as labelled records:
CCCCCCCCNC(=O)C1CSCCS(=O)(=O)N1Cc1ccc(F)cc1 (stereo unspecified)
  TDP2 inh: 5 | TCR CD3 inh: x | SIAE primary: -7 | HTRA1 inh: x | PG9 binder: x | Rev-erbA mod: -1 | rCAG RNA binder: -1 | PRMT1 FP inh: 1 | LEDGF integ inh: 0 | ABHD4 inh: 5

Cc1cc(C(=O)COC(=O)c2cccn2C)c(C)n1Cc1ccco1
  TDP2 inh: 7 | TCR CD3 inh: 3 | SIAE primary: 0 | HTRA1 inh: -2 | PG9 binder: 0.3 | Rev-erbA mod: -11 | rCAG RNA binder: -5 | PRMT1 FP inh: 3 | LEDGF integ inh: 1 | ABHD4 inh: 0

Taken from above.
In SIAE primary, `O=C(Cc1ccc(Cl)cc1)N1CCOCC1` is listed with -2
In rCAG RNA binder, `Cn1c(=O)[nH]c(=O)c2c1nc(CN1CCN(c3ccc(F)cc3)CC1)n2CCc1ccccc1` is listed with -2
In PRMT1 FP inh, `O=C(CN1CCN(Cc2ccccc2Cl)C1=O)NCC1CCCO1` (stereo unspecified) is listed with -4
In ABHD4 inh, `CCCCNC(=O)Cn1nnc(-c2ccccc2)c1COc1ccc(C(C)=O)cc1` is listed with -2

More entries
SMILES | TDP2 inh | TCR CD3 inh | SIAE primary | HTRA1 inh | PG9 binder | Rev-erbA mod | rCAG RNA binder | PRMT1 FP inh | LEDGF integ inh | ABHD4 inh
COCCNC(=O)C1(C)CCN(C(=O)Cc2ccc(OC)c(OC)c2)C1 (stereo unspecified) | 3 | 0 | 2 | x | -1.6 | -7 | 2 | -4 | 7 | 7
CCOc1cccc(CNCCCSc2ncccn2)c1 | -9 | 3 | 0 | 3 | -2.1 | -1 | -7 | 0 | 0 | -3
CCc1ccc(/C=C/C(=O)c2c(C)cc(C)[nH]c2=O)cc1 | -7 | 2 | -2 | -7 | 1.6 | -5 | 9 | 4 | -1 | -8
CC1(C)C[C@@H](O)[C@]2(C)CC[C@]3(C)C(=CCC4[C@@]5(C)CC[C@H](O)[C@](C)(CO)C5CC[C@]43C)[C@@H]2C1 (stereo partly specified) | -1 | 11 | 2 | -17 | 0.1 | -30 | 1 | 0 | -1 | 4
CCCCn1c(=O)[nH]c(=O)c2c1nc(COC(=O)c1c(C)noc1C)n2CCC | -1 | -1 | -6 | 2 | 0.9 | 0 | -8 | 2 | -3 | 5
CCc1ccccc1Nc1nc(N)nc(COC(=O)C2CCN(C(=O)c3ccc(F)cc3)CC2)n1 | -8 | -3 | -4 | -3 | -0.3 | 3 | -8 | 0 | 3 | -5
Cc1cccc(C)c1OCCNC(=O)OCc1ccccc1 | 5 | -2 | 14 | -6 | -0.2 | 0 | -7 | 1 | 0 | -5
Cc1ccc2nc3c(cc2c1)c(NC(=O)C1CCCO1)nn3CC(C)C (stereo unspecified) | -3 | 7 | -6 | -4 | -1.6 | 0 | -4 | -2 | -2 | -1
Cc1ccccc1N1C(=O)c2cccc3c(N(C)CCO)ccc(c23)C1=O | -7 | 4 | 3 | -2 | -1.5 | 40* | -140 | 71* | -1 | 2
CC(C)NC(=O)C1CCCN(S(=O)(=O)c2ccc(-n3cnnn3)cc2)C1 (stereo unspecified) | -7 | 10 | -2 | 6 | -0.3 | -1 | -1 | -2 | -3 | -1
CC(C)[C@@H](CO)N1Cc2nnn(Cc3ccccc3)c2-c2ccccc2S1(=O)=O | -6 | x | -10 | x | x | -1 | 3 | 1 | 0 | 5
C[C@H](CO)N1C[C@H](C)[C@@H](CN(C)C(=O)c2ccncc2)OCc2cnnn2CCCC1=O | -7 | 4 | 3 | -1 | 0.4 | 1 | 2 | -3 | 1 | -2
CC(C)CNC(=O)COC(=O)C1c2ccccc2Oc2ccccc21 | 14 | 1 | 5 | -5 | -3.2 | 0 | -5 | -6 | 2 | -5
Cc1cc(NC(=O)c2cc3cccc([N+](=O)[O-])c3[nH]2)ccc1F | 4 | 0 | -23 | -30 | -2.3 | 4 | 27 | -5 | 2 | -74
O=C(CCCOc1ccc(Cl)cc1Cl)NC(Cc1ccccc1)C(=O)O (stereo unspecified) | 0 | 5 | -3 | -1 | 0.0 | -3 | 16 | -3 | 2 | -4
Cc1c(CC(=O)NCCCC(=O)O)c(=O)oc2cc3occ(-c4ccccc4)c3cc12 | -5 | -2 | -7 | 4 | 0.0 | -4 | 23 | 3 | -5 | -5
Cc1noc(C)c1C(=O)N1CCC1(C)C(=O)NS(=O)(=O)c1cccc(Cl)c1 (stereo unspecified) | -1 | 0 | 2 | x | -0.3 | 1 | 4 | 3 | -5 | 1
CC(NC(=O)c1cc2ccccc2o1)c1cccs1 (stereo unspecified) | 8 | -1 | 5 | -1 | -1.6 | -5 | -4 | -4 | 1 | -2
CC(=O)c1c(C)[nH]c(C(=O)CN2C(=O)NC(C)(c3ccc4c(c3)OCCO4)C2=O)c1C (stereo unspecified) | 0 | 0 | -6 | 5 | 0.7 | 0 | -1 | -1 | -3 | 10
O=C(CNC(=O)c1ccccc1)NCC1COc2ccccc2O1 (stereo unspecified) | 1 | 6 | 5 | -2 | 0.9 | 0 | 1 | -4 | -1 | 7
C#CCn1c2ccccc2c(=O)n1C(C)C | 4 | 0 | 3 | x | -0.8 | -7 | 2 | 0 | -6 | -3
CCOC(=O)[C@@H]1[C@H]2COc3ccc(Br)cc3[C@@H]2N2C(=O)N(c3ccccc3)C(=O)[C@]12C | 6 | 6 | 0 | -29 | -1.8 | -1 | -3 | 0 | -1 | -4
O=c1[nH]nc(SCc2ccccc2)c(=O)[nH]1 | 1 | 7 | -2 | -2 | -0.3 | -1 | -6 | -3 | 2 | 0
COC(=O)[C@@]12CCCCN1[C@H](c1ccc(-c3ccc(F)cc3)c(OC)c1)[C@@H]1C(=O)N(C)C(=O)[C@@H]12 | -1 | 2 | 0 | -23 | 1.2 | -1 | -3 | 2 | 0 | -11
CCCCN(C(=O)C1CCN(C(=O)c2ccccc2C)CC1)c1c(N)n(CC(C)C)c(=O)[nH]c1=O | -6 | -4 | -4 | -12 | -1.9 | 2 | -1 | -3 | 0 | -4
O=C(COC(=O)c1ccc(Cl)s1)c1cc2ccccc2o1 | -3 | 2 | -1 | -29 | 0.0 | -4 | 16 | 3 | 0 | -18
COc1ccc(NC(=O)c2cc(-c3cc(C)c(C)cc3O)n[nH]2)c(OC)c1 | 12 | -7 | -11 | 4 | 0.7 | -1 | 22 | 4 | -2 | 6

Some entries already given, limited to PRMT1 FP inh and SIAE primary.
mol | PRMT1 FP inh | SIAE primary
CC(C)NC(=O)C1CCCN(S(=O)(=O)c2ccc(-n3cnnn3)cc2)C1 (stereo unspecified) | -2 | -2
CCc1ccc(/C=C/C(=O)c2c(C)cc(C)[nH]c2=O)cc1 | 4 | -2
